DAGLB inhibitor – blocks human DAGLB lipase activity. HEK293T DAGLB membrane lysate, EnzChek fluorogenic substrate. inhibition, % at 5.17 µM. hit rate 0.059% among 340,000; in the data active means inhibition above about 34%;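 further: 0% = enzyme with vehicle and 100% = wells lacking enzyme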
Target sequence (Q8NCG7 whole entry, looked up): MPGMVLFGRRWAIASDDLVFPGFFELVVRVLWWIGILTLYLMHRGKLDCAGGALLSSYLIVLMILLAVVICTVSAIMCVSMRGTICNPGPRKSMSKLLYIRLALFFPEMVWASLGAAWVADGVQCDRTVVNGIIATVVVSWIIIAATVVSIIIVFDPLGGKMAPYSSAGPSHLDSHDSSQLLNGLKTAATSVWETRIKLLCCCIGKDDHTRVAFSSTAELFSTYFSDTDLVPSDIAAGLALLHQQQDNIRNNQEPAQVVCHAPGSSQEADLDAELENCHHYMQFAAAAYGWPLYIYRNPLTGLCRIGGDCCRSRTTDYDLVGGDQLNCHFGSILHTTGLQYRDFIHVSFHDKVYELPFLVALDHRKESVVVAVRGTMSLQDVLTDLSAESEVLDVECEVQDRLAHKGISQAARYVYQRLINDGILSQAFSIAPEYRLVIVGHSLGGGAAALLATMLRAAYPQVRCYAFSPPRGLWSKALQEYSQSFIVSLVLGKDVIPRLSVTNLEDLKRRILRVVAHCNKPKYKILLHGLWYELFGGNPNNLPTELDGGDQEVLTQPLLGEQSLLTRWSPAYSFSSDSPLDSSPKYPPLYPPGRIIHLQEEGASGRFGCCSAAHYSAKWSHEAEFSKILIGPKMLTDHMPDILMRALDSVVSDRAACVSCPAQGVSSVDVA
PKA-R1A act – activators of PKA-R1A complex | PKA-R1A dissociation, Cy5-IP20 fluorescence polarization; scaled: DMSO 0%, 113 µM cGMP 100% | activation, % at 11.4 µM | hit rate 0.083% among 340,000;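 active means percent activation above the mean of all tested compounds plus 3 SD, cut at about 19% in these data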;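 further: higher means more PKAc released from R1A so a rise in polarization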
PKA-R2B act – PKA-R2B complex activation | hit rate 0.079% among 340,000 | AID 504700 | PKA-R2B holoenzyme dissociation, Cy5-IP20 fluorescence polarization; R2B truncated from residue 108, S112A mutant; 0% DMSO only, 100% 113 µM cGMP | P22694+P31323 | activation, % at 11.4 µM;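 active means activation above a cutoff set at the mean over all compounds plus 3 SD, cut at about 18% in these data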;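 further: higher means more holoenzyme dissociation and a rise in polarization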
Target sequence (P31323 whole entry, looked up, other chains not shown, the tested form may be a part): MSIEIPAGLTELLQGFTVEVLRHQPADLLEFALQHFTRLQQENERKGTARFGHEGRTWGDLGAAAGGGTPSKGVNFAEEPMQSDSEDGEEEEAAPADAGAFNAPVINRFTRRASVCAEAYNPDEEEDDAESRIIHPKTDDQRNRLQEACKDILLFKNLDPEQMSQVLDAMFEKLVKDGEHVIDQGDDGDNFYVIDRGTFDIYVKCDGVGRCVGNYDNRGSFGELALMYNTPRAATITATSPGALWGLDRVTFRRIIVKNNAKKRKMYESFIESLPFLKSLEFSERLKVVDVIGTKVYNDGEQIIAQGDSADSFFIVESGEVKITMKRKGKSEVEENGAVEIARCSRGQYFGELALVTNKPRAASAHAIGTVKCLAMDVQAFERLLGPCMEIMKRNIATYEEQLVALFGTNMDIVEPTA
MOR-DOR ag – agonists of human mu-delta opioid receptor heterodimerization; cells, OPRM1-OPRD1 heterodimerization, luminescence; activation, % at 9.3 µM; hit rate 0.3% among 340,000; in the data active means activation above about 18%;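 further: 0% = vehicle-treated cells and 100% = reference agonist; values of inactives mirror those of a sister screen read the other way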
Pemphigus Ab inh – blocks pemphigus antibody binding to human desmoglein-3 | P32926 | DSG3-coupled beads, scFv-anti-DSG3-GFP binding, flow cytometry; active compounds read low | binding (percent of control), % at 10 µM | hit rate 0.48% among 310,000 | AID 588358;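 active means binding more than 3 SD below its plate's average and above zero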;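 further: hits lower antibody fragment binding to DSG3; some compounds called inactive have numbers as strong as hits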
V-ATPase pH – alters yeast V-ATPase proton transport | response, % at 10 µM | hit rate 0.37% among 350,000 | S. cerevisiae, pHLuorin cytosolic pH fluorescence; in the data active means response mostly above about 7.3%, no sharp cut-off; inactive means mostly below about 5.4%; further: actives read high; inactives centre near 0; some compounds called inactive have numbers as strong as hits; reference of the scale not given here
Arrestin-AP2 inh – human beta-arrestin and AP2 interaction inhibition | FITC-arrestin peptide / GST-AP2 beads, flow cytometry; AP2 beta2 appendage carries R879A mutation | inhibition, % at 10 µM | hit rate 0.31% among 340,000;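 active means inhibition above a set limit, near 3 SD of compounds lacking own fluorescence, cut at about 54% in these data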;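 further: plate controls were DMSO wells for no effect and 5 µM unlabelled arrestin peptide for full effect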
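Assay system: GST-AP2 R879A bound to glutathione beads, E. coli-expressed; Medium: PBS with 0.05% Tween 20 and 0.1% BSA; Also added: fluorescein-tagged arrestin peptide at 50 nM final; Timing: 12 min plus 1 h, RT; Measured by: flow cytometry, FL1 (488/535 nm); Evaluation: percent drop in bead-associated FITC signal.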
OPRM1-OPRD1 inv – inverse agonist of human OPRM1-OPRD1 heterodimerization; AID 504357; P35372+P41143; cell-based MOR-DOR heterodimer luminescence, inverse agonism; hit rate 0.21% among 340,000; inhibition, % at 9.3 µM; in the data active means inhibition above about 22%, passing the limit was not always enough;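 further: 0% = cells with DMSO and 100% = wells without cells with DMSO; values of inactives mirror those of a sister screen read the other way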
HTR5A ag – HTR5A agonism, opioid heterodimer counter-screen | P47898 | HTR5A agonist assay, luminescence, cell-based | activation, % at 9.3 µM | hit rate 0.61% among 340,000 | AID 504692; in the data active means activation mostly above about 9.5%, no sharp cut-off; inactive means mostly below about 7.6%;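 further: 0% = cells with vehicle only and 100% = reference agonist; strong numbers were not always called active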
HTR5A inv ctr – inverse agonist of human HTR5A in OPRM1-OPRD1 counter-screen; hit rate 0.083% among 340,000; P47898; HTR5A cell line, luminescence, inverse agonism; inhibition, % at 9.3 µM; in the data active means inhibition mostly above about 23%, no sharp cut-off; inactive means mostly below about 18%;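 further: 0% = cells with DMSO and 100% = no-cell wells with DMSO; some compounds called inactive have numbers as strong as hits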
The depositor's hits bear a star; / = no result given.

molecule	DAGLB inhibitor	PKA-R1A act	PKA-R2B act	MOR-DOR ag	Pemphigus Ab inh	V-ATPase pH	Arrestin-AP2 inh	OPRM1-OPRD1 inv	HTR5A ag	HTR5A inv ctr
Cc1ccc(N=Nc2c(O)[nH]c3ccc(F)cc23)cc1	5	10	-8	-0.3	105	5	19	2	-5	-2
O=C(CSc1cccc2cccnc12)OCC(=O)c1ccc(Br)cc1	-3	7	-4	-3.3	96	0	-13	16	2	-5
CC(C)OC(=O)c1nnc(Cc2ccc(F)cc2)o1	-1	-4	13	-2.6	105	-2	4	13	-2	7
COc1ccc(Cc2nc(-c3cccc(C)c3)no2)cc1	-20	-7	5	1.3	105	-4	-5	-5	8	-20
CC1=C(C(=O)NCc2ccc3c(c2)OCO3)C2(CCC(C)CC2)OC1=O (configuration not stated)	-3	1	-1	-0.2	106	1	-5	1	5	-29
COc1ccc(NC(=S)NC(=O)c2ccccc2)cn1	-3	10	-7	-1.9	100	-1	-2	10	2	-4
O=C(CC1Sc2ccccc2NC1=O)NNC(=O)Nc1ccc(Cl)cc1 (configuration not stated)	-3	7	7	-1.8	110	0	42	9	0	2
CCN(CC)C(=O)c1cc2sc3ccccc3c2s1	-5	-5	-6	-1.0	99	-2	7	5	0	0
COc1ccc(S(=O)(=O)Nc2c(C(=O)O)[nH]c3ccc(OC)cc23)cc1	-2	1	11	-0.6	100	-2	28	3	0	-1
Cc1sc2ncnc(SCC(=O)c3cccs3)c2c1C	-6	-3	-3	2.6	96	2	30	-13	10	-24
CCC1C(=O)CC(c2ccco2)NC1c1ccco1 (configuration not stated)	-4	3	4	-0.8	87	-1	2	4	2	-7
O=C(OCC(=O)N1CCCCCC1)c1cnc(Cl)c(Cl)c1	-2	-1	-6	-4.1	102	0	-7	16	-5	14
CCN1CCN(S(=O)(=O)c2ccc3c(c2)NC(=O)CS3)CC1	-1	-10	-16	-2.2	107	0	-19	12	0	-11
CCCn1c(SCC(=O)Nc2ccc(C(=O)Nc3ccccc3OC)cc2)n[nH]c1=O	1	1	-8	-2.9	101	0	-5	14	2	-2
COc1ccc(N2CC(C(=O)OCC(=O)c3ccc(C)cc3)CC2=O)cc1 (configuration not stated)	-1	-4	-3	2.8	107	3	6	-19	-2	-9
COCCNC(=O)C(=O)N/N=C(\C)CC(=O)Nc1ccc(Cl)cc1Cl	1	-9	5	-2.6	91	-1	-4	16	-10	27
CC1CC(C)CN(C(=O)c2ccc3ncsc3c2)C1 (configuration not stated)	-6	6	4	0.4	98	6	1	-1	3	-23
O=C(CCC(=O)N1CCOc2ccccc21)N1CCCCC1	2	1	-2	-0.9	95	4	10	5	12	-37
CCOC(=O)CC1C(=O)NCCN1C(=S)Nc1ccccc1 (configuration not stated)	2	4	-7	-0.7	132	-2	18	4	8	-40
COc1ccc(N(C(C)C(=O)N2CCCC2)S(C)(=O)=O)cc1 (configuration not stated)	1	0	6	-2.9	136	1	0	14	-1	4
Cc1cccc(C(=O)OC2CCOC2=O)c1O (configuration not stated)	-2	5	9	1.1	122	3	-11	-9	0	10
Cc1nc2c3ccccc3nc(NNC(=O)CCC(=O)NCCN3CCN(c4ccccc4F)CC3)n2n1	-1	3	2	-0.2	97	-1	30	1	1	-5
COC(=O)CN(Cc1ccccc1)S(=O)(=O)c1ccc(OC)c(OC)c1	-3	-8	-4	-0.7	98	1	10	4	1	-9
CC(C)Sc1nnc(NC(=O)C2CC2)s1	0	0	5	-1.7	106	3	2	9	2	-6
C[C@H](NC(=O)c1nc[nH]c1C(=O)NC(c1ccccc1)c1ccccc1)C(=O)OC(C)(C)C	-3	-6	-18	0.7	102	1	3	-3	3	-9
COc1ccc(C(=O)CCNc2ccc(F)cc2)cc1	-6	1	5	-2.7	/	0	-2	13	-1	2
CCN(Cc1ccccc1)S(=O)(=O)c1ccc(C(=O)Nc2nnc(C)o2)cc1	4	-1	-9	-2.1	/	4	9	12	1	-4
N#Cc1nc(Cc2cccc3ccccc23)oc1NCCN1CCOCC1	2	3	-2	-1.0	106	-1	3	5	-2	5
Cc1cccc(C)c1NC(=O)C(=O)NCC1CCCN1S(=O)(=O)c1cccs1 (configuration not stated)	1	15	1	-3.6	110	-4	-3	17	0	1
CC(C)(C)NC(=O)NC(=O)COC(=O)Cc1coc2ccc3ccccc3c12	-2	-15	-13	11	103	0	-4	-65	5	-14
CCC(CO)Oc1cc(NCc2cccc(O)c2)c2ncn(C(C)C)c2c1 (configuration not stated)	4	6	3	1.4	98	-3	0	-6	3	9
Cc1sc(NC(=O)/C=C/c2ccc(C(C)C)cc2)c(C#N)c1C	2	-14	2	0.9	101	-1	-4	-4	-1	-5
Nc1nc(-c2ccc(Oc3ccccc3)cc2)c(CC(=O)O)s1	4	2	-4	-0.6	110	2	-6	3	-3	14
O=C(CN1C(=O)CC(c2ccccc2)Sc2ccccc21)NCC1CCCO1 (configuration not stated)	-3	-4	-2	-1.0	89	1	22	6	0	-7
Cc1ccc(NC(=S)NNC(=O)Cn2nc(C(F)F)cc2C(F)F)cc1	1	4	4	1.8	/	0	8	-9	0	27
O=C(CN(c1ccc(F)cc1)S(=O)(=O)c1ccccc1)NCCSC1CCCCC1	-6	-12	-12	6.3	101	3	-5	-34	7	-18
O=C(NCCCN1CCCC1=O)c1cccc(C(F)(F)F)c1	0	-12	-6	-2.3	98	0	-3	13	-1	23
CC1CCN(C(=O)CN2C(=O)C(C)(C)Oc3ccc(C(=O)NC(C)C)cc32)CC1	-4	4	4	1.7	/	3	-6	-11	-4	16
CC1=C(C(=O)OC(C)C)C(c2ccccc2)NC(=O)N1C (configuration not stated)	-2	1	4	-1.4	119	-3	4	7	6	-22
CCCCNC(=S)NC(=O)c1ccc([N+](=O)[O-])cc1	-13	-4	9	9.6	106	2	-2	-48	2	-4
O=C(CSc1n[nH]c(=O)[nH]c1=O)c1ccccc1	-2	-16	-11	-1.9	105	-4	6	9	-1	-6
O=C(CNc1ccc2ccccc2c1)N/N=C/c1cc2ccccc2nc1Cl	1	-8	3	0.4	102	5	15	-2	4	-12
COc1ccc(Nc2nc(N/N=C/c3ccc(N(C)C)cc3)nc(C)c2[N+](=O)[O-])cc1	15	-1	0	-0.8	76	-6	103*	5	-3	9
CN1CCN(C2Cc3ccccc3Sc3ccc(Cl)cc32)CC1 (configuration not stated)	3	-4	8	2.5	117	-2	0	-14	1	-12
Cc1cccc(COCC(Cc2ccccc2)N2CCN(C(=O)c3ccc(C(F)(F)F)cc3)CCC2=O)c1 (configuration not stated)	-6	-1	-3	0.8	103	-2	-9	-4	2	-38
Cc1c(Cl)cccc1NC(=S)NCc1ccc(F)cc1	-3	-1	-3	6.6	116	1	8	-34	1	-8
CC1CC1C(=O)N1CCN(S(=O)(=O)c2cc(C(F)(F)F)cc(C(F)(F)F)c2)CC1 (configuration not stated)	-3	-2	3	-1.8	96	0	-6	8	13	-33
CCN(CC)CC(=O)Nc1ccc(/C(C)=N/NC2=NCCN2)cc1	0	-14	-9	-0.2	111	3	0	2	5	-4
CCCNC(=O)N1CCCC(C(=O)c2cccc(Cl)c2)C1 (configuration not stated)	2	-8	-4	-1.2	100	-1	17	7	1	-3
CCC(C)(C)NC(=O)CN(C(=O)CNS(=O)(=O)c1ccccc1)c1ccc2c(c1)OCCO2	-4	-2	-10	2.1	111	1	0	-17	5	-15
COCCN1Cc2cccc(C(=O)Nc3ccc(C)cc3)c2C1=O	-4	-5	6	-5.1	93	0	14	25	-1	1
CCC(=O)Nc1nc(C)nc(C)c1C(C)=O	-1	13	-10	-0.8	103	2	-4	3	1	-13
Cc1ccc(C(=O)C(C)Oc2cccc(NC(=O)c3ccco3)c2)cc1 (configuration not stated)	-3	0	-2	-1.3	117	-3	-11	5	3	7
O=C(Nc1sc2c(c1C(=O)O)CCC2)c1cccc(Cl)c1	7	1	7	-3.2	94	-2	2	19	-4	14
O=C(OCc1c(Cl)cccc1Cl)c1cccnc1Cl	-5	6	-5	3.1	101	-2	7	-16	6	-16
CCOC(=O)N1CCN(S(=O)(=O)c2c(C)[nH]c(=O)[nH]c2=O)CC1	-5	-6	9	-0.3	104	-1	-6	1	1	-20
Cc1cc(C)cc(NC(=O)c2cccc3c2C(=O)N(C2CCCCC2)C3)c1	1	-4	-1	-1.8	97	-4	62*	9	1	16
COCCNc1oc(-c2ccccc2Cl)nc1C#N	-2	1	-2	-1.0	102	1	-5	6	2	-6
CC1CCCCC1NC(=O)c1cn(C)c2ccc(S(=O)(=O)N3CCCC3)cc2c1=O (configuration not stated)	0	6	14	-1.6	105	3	12	8	-4	11
Cn1cccc1Cc1nnc(SCC(=O)N2CCCC2)n1CCc1ccccc1	0	0	10	-0.8	110	2	0	4	-1	3

Compounds above that contain a nitro group on carbon (2):
molecule	DAGLB inhibitor	PKA-R1A act	PKA-R2B act	MOR-DOR ag	Pemphigus Ab inh	V-ATPase pH	Arrestin-AP2 inh	OPRM1-OPRD1 inv	HTR5A ag	HTR5A inv ctr
CCCCNC(=S)NC(=O)c1ccc([N+](=O)[O-])cc1	-13	-4	9	9.6	106	2	-2	-48	2	-4
COc1ccc(Nc2nc(N/N=C/c3ccc(N(C)C)cc3)nc(C)c2[N+](=O)[O-])cc1	15	-1	0	-0.8	76	-6	103*	5	-3	9

(more compounds)
molecule	DAGLB inhibitor	PKA-R1A act	PKA-R2B act	MOR-DOR ag	Pemphigus Ab inh	V-ATPase pH	Arrestin-AP2 inh	OPRM1-OPRD1 inv	HTR5A ag	HTR5A inv ctr
COc1ccc(NC(C)=O)c(C)c1	0	-2	-8	-1.1	105	10	16	6	8	4
Cc1ccccc1C(=O)Nc1cccc(C(=O)Nc2ccccc2C(=O)O)c1	3	4	1	-0.9	95	-3	5	5	1	17
CC(=O)N1CCC(C(=O)NC2CC(C)(C)Cc3c2cnn3-c2ccc(F)cc2)CC1 (configuration not stated)	0	0	16	-2.6	100	-5	51	13	3	-7
N=c1sccn1CC(=O)Nc1cccc(S(N)(=O)=O)c1	0	-1	-1	-0.2	97	10	45	1	-4	-15
CCCCc1cc(=O)oc2c(C)c(OCC(=O)N3C[C@H]4C[C@@H](C3)c3cccc(=O)n3C4)ccc12	0	1	7	-1.7	99	-1	5	9	-2	-6
O=CNNC(=O)c1cccc([N+](=O)[O-])c1	-1	5	5	-4.6	103	0	7	21	3	5
N#CCCN(C(=O)COc1ccc(Br)cc1F)c1ccc(F)cc1	-1	-1	2	-2.1	99	1	1	11	-5	12
Cc1cc2oc(=O)cc(CN3CCN(C/C=C/c4ccccc4)CC3)c2cc1O	-1	-5	-13	7.6	108	0	4	-41	2	-5
Cc1cc(OCc2ccc(C(=O)NN=C3CCCC3)cc2)ccc1Cl	-11	-15	3	-2.4	90	6	3	11	4	-8
